# E-sel TNF inh – blocks E-selectin expression induced by TNF alpha; HUVEC TNFa-induced E-selectin immunofluorescence, high content; inhibition, % at 2 µM; 0.71% of 120,000 active; AID 1246;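 active means inhibition above the batch mean plus 3 SD, and confirmed as a hit on visual image review, cut at about 43% in these data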;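 further: 0% = TNF-stimulated DMSO wells and 100% = unstimulated control wells; not every result past the cut was called active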
# Phagocytosis inh – macrophage phagocytosis inhibition; 0.07% of 110,000 active; inhibition, % at 5 µM; J774A.1 macrophage IgG-bead phagocytosis, imaging; AID 1029;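 active means inhibition above the mean of the plate negative controls plus 5 SD, cut at about 13% in these data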;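 further: phagocytic index as fraction of beads internalized from green versus red external bead signal; plate controls were DMSO negative control for no effect and cytochalasin-D positive control for full effect; some results beyond the cut were filed as inactive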
# NPY Y2 blocker – NPY-Y2 (human) receptor antagonism; NPY-Y2 expressing cells, antagonist mode; inhibition, % at 2.7 µM; 0.99% of 140,000 active; in the data active means inhibition above about 17%;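 further: 0% = vehicle with agonist challenge and 100% = reference antagonist with challenge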
# Target sequence (P49146 whole entry, looked up): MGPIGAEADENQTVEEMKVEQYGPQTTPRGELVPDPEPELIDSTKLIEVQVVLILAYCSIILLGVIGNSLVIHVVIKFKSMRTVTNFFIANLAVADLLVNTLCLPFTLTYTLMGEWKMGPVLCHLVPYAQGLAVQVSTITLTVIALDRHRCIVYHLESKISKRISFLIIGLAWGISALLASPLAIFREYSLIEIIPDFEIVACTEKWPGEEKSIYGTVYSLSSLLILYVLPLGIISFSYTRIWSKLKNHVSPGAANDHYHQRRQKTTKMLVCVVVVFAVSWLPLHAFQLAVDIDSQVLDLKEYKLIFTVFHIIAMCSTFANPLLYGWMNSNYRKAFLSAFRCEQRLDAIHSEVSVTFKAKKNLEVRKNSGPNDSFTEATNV
# GALR2 blocker – blocks the human galanin receptor 2; inhibition, % at 4 µM; 0.39% of 140,000 active; GALR2-expressing cells, antagonist mode; O43603; in the data active means inhibition above about 27%;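 further: cells stimulated with galanin 1-16 at roughly its EC80; 0% = agonist challenge control and 100% = basal control without agonist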
# Target sequence (O43603 whole entry, looked up): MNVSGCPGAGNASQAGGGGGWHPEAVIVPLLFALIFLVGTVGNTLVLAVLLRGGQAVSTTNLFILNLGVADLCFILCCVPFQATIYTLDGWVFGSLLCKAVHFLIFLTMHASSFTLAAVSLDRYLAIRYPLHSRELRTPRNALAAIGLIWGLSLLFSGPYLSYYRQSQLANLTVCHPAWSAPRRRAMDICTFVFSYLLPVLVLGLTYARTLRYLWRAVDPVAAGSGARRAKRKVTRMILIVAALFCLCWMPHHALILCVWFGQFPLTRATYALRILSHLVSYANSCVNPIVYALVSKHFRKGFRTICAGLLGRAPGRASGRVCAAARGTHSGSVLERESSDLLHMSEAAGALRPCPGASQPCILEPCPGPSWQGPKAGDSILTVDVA
# Yeast life ext – extends the lifespan of yeast | S. cerevisiae growth with nicotinamide, OD615; deaD strain in restrictive glucose medium | inhibition of the nicotinamide effect, % at 10 µM | AID 775 | 0.68% of 130,000 active;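 active means inhibition above a set limit, placed 3 SD over the median of all compounds, cut at about 26% in these data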;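 further: 0% = nicotinamide-treated wells and 100% = cells grown without nicotinamide; some compounds called inactive have numbers as strong as hits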
#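 Assay system: engineered S. cerevisiae DeaD replicative-lifespan strain, galactose-grown log-phase cells; Buffer or medium: CSMM-D glucose medium, restrictive; Probe or stimulus: nicotinamide 1.5 mM; Compound: single dose 10 µM compound, 0.25% DMSO; Schedule: 4 h preincubation then 48 h treatment at 30 °C; Technique: OD615 measurement.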
# PTEN del growth – suppresses growth of cells with PTEN deletion; HCT116 PTEN-null viability, CellTiter-Glo, 60 h; active compounds read low; viability, % at 10 µM; 1.2% of 140,000 active;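 active means viability at or below a set limit, 4 SD under the median of all tested compounds, cut at about 3.7% in these data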;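 further: PTEN knockout HCT116 line with beta catenin targeted HCT116 as companion control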
# Yeast growth inh – chemicals that inhibit yeast BB579 growth in restrictive medium (lifespan-shortening candidates); inhibition, % at 10 µM; S. cerevisiae BB579 growth, OD615, 48 h; 0.51% of 140,000 active;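 active means inhibition above a set limit, 3 SD over the mean compound inhibition, cut at about 44% in these data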; further: inactives centre near -24
#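 Detection: OD615 turbidity measurement; Material: Saccharomyces cerevisiae DeaD strain BB579, replicative lifespan model yeast; Timing: 48 h exposure, 30 °C; Doses: single 10 µM dose; Medium: CSMM-D restrictive synthetic medium containing dextrose (glucose); Controls: amphotericin B at 10 µg/mL as positive control.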
# MRP-1 activ – activates MRP-1; H69AR cells + doxorubicin, viability rescue, CellTiter-Glo; viability increase, % at 10 µM; 0.61% of 140,000 active; AID 799;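 active means viability gain under doxorubicin at or above a set limit, the compound median plus 3 SD, cut at about 4.7% in these data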;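 further: MRP-1 overexpressing cells given doxorubicin 25 µM after compound pretreatment; 18-22 h compound pretreatment then 72 h with doxorubicin before readout; 0% = doxorubicin-only wells and 100% = vehicle-treated cells without doxorubicin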
# HCT116 bCat-KO – beta-catenin-lacking colon tumor cell growth suppression | AID 818 | viability, % at 10 µM | 1.5% of 140,000 active | HCT116 beta-catenin knockout viability, CellTiter-Glo, 60 h; active compounds read low;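 active means viability at or under a set limit, the compound median less 4 SD, cut at about 6% in these data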;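 further: 0% = Hyamine 1622 control at 20 µM and 100% = untreated cell control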
# Measles CPE – protection of cells from measles virus. 1.5% of 140,000 active. AID 841. Measles virus-infected cells, CPE protection, absorbance. protection (pct of control), % at 4 µM; in the data active means protection mostly above about 24%, no sharp cut-off; inactive means mostly below about 26%; further: some compounds called inactive have numbers as strong as hits
# The depositor's hits bear a star; nt = no result given.
SMILES,E-sel TNF inh,Phagocytosis inh,NPY Y2 blocker,GALR2 blocker,Yeast life ext,PTEN del growth,Yeast growth inh,MRP-1 activ,HCT116 bCat-KO,Measles CPE
CCCN(CC1CC1)S(=O)(=O)c1ccc(-n2cnnn2)c(OC)c1,3,2,2,-12,1,102,-69,-1.2,89,11
CC[C@H](C)[C@@H]1NC(=O)c2cc([N+](=O)[O-])cc(F)c2NCCCC[C@@H](C(N)=O)NC(=O)[C@H](CC(N)=O)NC1=O,-23,nt,-3,-12,-2,89,-28,0.2,93,13
COC(=O)CCC(=O)Nc1cccc(Br)c1,16,0,0,20,-9,92,-1,-2.5,106,4
Cc1cc(C)n2nc(SCC(=O)N/N=C/c3ccccc3F)nc2n1,2,nt,2,11,-11,89,11,-2.7,108,13
CC1(C)CC(=O)C(Sc2ccccc2[N+](=O)[O-])=C(O)C1,nt,-2,2,7,3,98,-4,-1.2,100,22
CCOC(=O)/C(C#N)=C1/C=CN(c2ccc(C)cc2)C=N1,12,0,2,3,-4,103,-1,-1.1,102,20
O=C(Nn1c(C2CCCCC2)nc2ccccc2c1=O)c1ccc([N+](=O)[O-])cc1,15,-4,2,2,1,92,0,-2.6,89,7
CSc1ccc(CN(C)CC(=O)Nc2cccc(Br)c2)cc1,0,-2,3,6,-7,83,-57,-2.0,78,6
Cc1ccccc1NC(=O)c1cccc(N2C(=O)C3C4CCC(C4)C3C2=O)c1 (stereo not given),-23,0,-1,-7,-12,100,22,-0.8,107,15
CCOc1ccccc1C1C(C#N)=C(N)Nc2onc(-c3ccccc3)c21 (stereo not given),1,0,-1,6,-1,115,-93,-1.3,93,9
O=C(CSc1nnc(-c2ccccc2)n1Cc1ccccc1)N1CCCC1,nt,-1,1,-18,-5,118,-46,-0.6,102,11
COc1ccccc1N1CCN(C(=O)c2ccc(S(=O)(=O)N3CCCCCC3)cc2)CC1,-3,0,1,-5,-18,76,-60,-3.4,80,26
O=C(c1cc(-c2ccncc2)nc2ccc(Br)cc12)N1CCN(c2ccccn2)CC1,-18,0,1,6,6,63,-42,-2.0,60,18
Cc1csc(NC(=O)CSc2nnc(-c3ccncc3)n2C)n1,-32,0,-3,-2,-8,104,3,-0.3,98,4
COC(=O)COc1ccc(S(=O)(=O)Nc2ccc(C(N)=O)cc2)cc1,29,-1,1,7,-12,111,-22,-0.9,103,18
Cc1ccc(S(=O)(=O)Cn2nnnc2C(C(C)C)N2CCN(Cc3ccco3)CC2)cc1 (stereo not given),-1,-1,-2,7,20,91,-50,-3.5,94,14
CC(C)Cc1nnc(NC(=O)CCC(=O)N2CCN(c3ccccn3)CC2)s1,14,1,4,-6,-9,98,21,0.3,106,28
COc1ccc(CCNS(=O)(=O)c2ccc(Cl)s2)cc1OC,-21,nt,1,2,-3,86,-31,-2.1,102,4
O=C1c2ccccc2S(=O)(=O)N1CC(O)COc1ccc(Cl)cc1 (stereo not given),-56,0,2,16,-9,99,-18,2.4,94,20
O=C(NCCCN1CCc2ccccc2C1)C1CCN(c2nnc(-n3cccc3)s2)CC1,-27,-1,0,0,-10,91,-42,-3.0,82,1
COc1ccc(CCNC(=O)c2nnc(Cc3ccc(Cl)cc3)o2)cc1OC,nt,0,-1,8,-1,91,-3,1.6,89,4
CCc1nn(C(C)C(=O)Nc2cccc(C)c2C)c(=O)c2cc3occc3n12 (stereo not given),nt,0,0,12,-12,61,-16,-4.5,69,21
CCN(CC)S(=O)(=O)c1ccc(C)c(NC(=O)/C=C/c2cccs2)c1,nt,nt,4,17,-4,72,-18,-1.5,65,5
COc1cccc(NC(=O)COC(=O)c2ccc(S(=O)(=O)NCc3ccco3)cc2)c1,18,-2,-2,0,-7,115,-84,-0.6,91,1
COc1ccc(OC)c(NC(=O)CCN2CCCCC2)c1,16,2,-1,-3,-12,105,-25,-0.1,104,13
CC(C)(C)c1ccc(OCCCC(=O)NC2=NCCS2)cc1,13,1,-1,9,-2,79,-26,-1.3,79,16
c1ccc(C2CC3CC(c4ccccc4)N2O3)cc1 (stereo not given),5,nt,3,5,nt,80,-24,-1.1,86,26
CC(Sc1ccc2c(c1)OCCO2)C(=O)Nc1ncc(Cl)cc1Cl (stereo not given),7,nt,5,-9,-4,79,-33,-1.7,93,10
O=C(CN1CCN(CCN2C(=O)c3cccc4cccc(c34)C2=O)CC1)c1ccc(F)cc1,-27,1,2,3,-4,33,-16,-0.9,29,17
COc1cccc(N(CC(=O)Nc2cccc(N(C)S(C)(=O)=O)c2)S(C)(=O)=O)c1,-17,1,2,-10,-7,73,-17,-0.3,79,6
O=C(/C=C\c1cn(-c2ccccc2)nc1-c1cccs1)N1CCOCC1,nt,-6,0,14,-7,67,-23,-3.6,87,16
Cn1cc(SCC(=O)N2CCN(c3ccccc3)CC2)c2ccccc21,nt,0,2,16,-2,97,-80,-0.9,94,8
COc1ccc2c(c1)nc(NCCO)n2C,-9,-5,7,-3,3,101,-28,0.0,94,1
Cn1c(=O)c2cc(S(=O)(=O)NC(C(=O)N3CCCCCC3)c3ccccc3)ccc2n(C)c1=O (stereo not given),nt,0,-1,-9,-2,103,14,-1.5,85,8
COc1cc(-c2nc3ccccn3c2/N=C/c2ccccc2)ccc1O,-5,nt,8,3,-23,100,-38,-2.4,93,6
N#CC[n+]1cc(-c2ccc(Cl)cc2)n2c1CCC2,-8,1,-1,-3,-8,92,-60,-1.1,95,14

# Reformatted: entries from further up.
COc1ccc2c(c1)nc(NCCO)n2C
  E-sel TNF inh: -9	Phagocytosis inh: -5	NPY Y2 blocker: 7	GALR2 blocker: -3	Yeast life ext: 3	PTEN del growth: 101	Yeast growth inh: -28	MRP-1 activ: 0.0	HCT116 bCat-KO: 94	Measles CPE: 1

CC(C)(C)c1ccc(OCCCC(=O)NC2=NCCS2)cc1
  E-sel TNF inh: 13	Phagocytosis inh: 1	NPY Y2 blocker: -1	GALR2 blocker: 9	Yeast life ext: -2	PTEN del growth: 79	Yeast growth inh: -26	MRP-1 activ: -1.3	HCT116 bCat-KO: 79	Measles CPE: 16

Cn1cc(SCC(=O)N2CCN(c3ccccc3)CC2)c2ccccc21
  E-sel TNF inh: nt	Phagocytosis inh: 0	NPY Y2 blocker: 2	GALR2 blocker: 16	Yeast life ext: -2	PTEN del growth: 97	Yeast growth inh: -80	MRP-1 activ: -0.9	HCT116 bCat-KO: 94	Measles CPE: 8

COc1cccc(N(CC(=O)Nc2cccc(N(C)S(C)(=O)=O)c2)S(C)(=O)=O)c1
  E-sel TNF inh: -17	Phagocytosis inh: 1	NPY Y2 blocker: 2	GALR2 blocker: -10	Yeast life ext: -7	PTEN del growth: 73	Yeast growth inh: -17	MRP-1 activ: -0.3	HCT116 bCat-KO: 79	Measles CPE: 6

# (listing goes on)
SMILES,E-sel TNF inh,Phagocytosis inh,NPY Y2 blocker,GALR2 blocker,Yeast life ext,PTEN del growth,Yeast growth inh,MRP-1 activ,HCT116 bCat-KO,Measles CPE
CCCCNC(=O)OC1CCS(=O)(=O)C1 (stereo not given),-26,-2,0,-8,-9,85,-54,-0.5,90,11
CCc1ccc(C2CC(c3ccccc3C)n3nc(N)nc3N2)cc1 (stereo not given),15,0,3,7,-5,80,-15,1.4,81,1
O=C1c2ccccc2C(=O)N1CCCCn1c(=O)oc2ccccc21,12,0,4,8,-10,93,-35,-1.3,100,9
COc1cccc(CC(C(=O)Nc2cc(C)ccc2C)c2nn[nH]n2)c1OC (stereo not given),-6,nt,2,-1,0,96,-2,-0.3,87,1
COC(=O)CCN(C1CCCCC1)S(=O)(=O)c1ccc(S(=O)(=O)N2CCCCC2)cc1,14,1,-1,0,-8,107,-12,-0.7,95,6
CCn1c(SCCOc2ccc(OC)cc2)nnc1C(CO)NC(=O)c1ccc(OC)cc1 (stereo not given),13,1,0,-8,-6,90,-14,1.2,94,26
Cc1ccc(N(C(=O)c2nsc(Cl)c2Cl)C(C(=O)NC2CCCC2)c2ccc(O)cc2)cc1C (stereo not given),nt,-8,4,-6,1,70,-28,-4.2,74,22

# Gathered by group: the compounds so far containing fluorine
SMILES,E-sel TNF inh,Phagocytosis inh,NPY Y2 blocker,GALR2 blocker,Yeast life ext,PTEN del growth,Yeast growth inh,MRP-1 activ,HCT116 bCat-KO,Measles CPE
CC[C@H](C)[C@@H]1NC(=O)c2cc([N+](=O)[O-])cc(F)c2NCCCC[C@@H](C(N)=O)NC(=O)[C@H](CC(N)=O)NC1=O,-23,nt,-3,-12,-2,89,-28,0.2,93,13
Cc1cc(C)n2nc(SCC(=O)N/N=C/c3ccccc3F)nc2n1,2,nt,2,11,-11,89,11,-2.7,108,13
O=C(CN1CCN(CCN2C(=O)c3cccc4cccc(c34)C2=O)CC1)c1ccc(F)cc1,-27,1,2,3,-4,33,-16,-0.9,29,17

# Assay outcomes: PubChem, several laboratories

# The order is random. About 6.2% of those tested had a hit in this group.
